UTI89 phage lysis: protection from phage-mediated lysis, alamar blue read-out – E. coli UTI89, K1F phage, bacterial capsule biogenesis inhibitors (AID 488966); inhibition, % at 100 µM, or IC50 in µM where a hit was titrated; E. coli UTI89 K1F phage lysis, alamar blue, 2 h; higher % means a stronger effect; 340,000 compounds, 0.02% hits;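 active = phage lysis inhibition, versus mean bacterial control, above a set limit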;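 note: capsule biogenesis inhibitors block K1F phage lysis so surviving cells raise fluorescence; higher fluorescence means more inhibition of phage lysis; actives were called in the ten point dose series up to 300 µM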
An asterisk follows results filed as active; [ ] = another dose, or the depositor's remark. Not all compounds are listed; count on the stated rates, not on these rows.

SMILES | UTI89 phage lysis
O=C(CNC(=O)C1COc2ccccc2O1)Nc1cc(Cl)ccc1Cl (stereo not given) | 1.0%[50 µM]
Cc1cccc(NC(=O)COc2ccc3c(c2)CCC3)n1 | 1.1%[50 µM]
COc1ccc2c(c1)C(=O)CC(c1ccccc1)O2 (stereo not given) | -0.4%
COc1ccc(C(=O)c2cc(OC)c(OC)c(OC)c2)cc1OC | 0.6%
N#CCCn1cc(C(=O)CN2C(=O)C(=O)N(C3CCCC3)C2=O)c2ccccc21 | 0.0%[50 µM]
CCN1C[C@@H]2[C@@H]3C(=O)N(Cc4ccccc4)C(=O)[C@@H]3[C@](C)(C1=O)N2C(=O)c1ccc(F)cc1 | 0.7%
Nc1ccc2c(c1)C(=O)c1ccc(N)cc1-2 | 14%
CCCn1c(CN2CCN(C(=O)c3ccco3)CC2)nc2cc(S(=O)(=O)N(C)C)ccc21 | 0.8%[50 µM]
Cc1ccc(N(Cc2ccccc2)C(=O)Cc2ccc(S(=O)(=O)N3CCOCC3)s2)cc1 | 0.5%[50 µM]
O=C1NC(Cc2ccccc2)C(=O)N1Cc1ccccc1 (stereo not given) | -1.1%
CCc1cccc(NC(=O)C2CCCN2S(=O)(=O)c2ccccc2C(F)(F)F)c1 (stereo not given) | 0.0%[50 µM]
CN(c1ccccc1)S(=O)(=O)c1cccc(C(=O)Nc2ccc(N3CCOCC3)cc2)c1 | 0.1%[50 µM]
Cc1c(-c2ccccc2Br)nc2ccccc2c1C(=O)O | 0.4%
c1ccc(COc2ncnc3c2ncn3CCCNCC2CCCO2)cc1 (stereo not given) | 0.3%
C[C@]12c3[nH]c4ccc(Cl)cc4c3CCN1C(=O)[C@@H](CC(=O)NCCC1=CCCCC1)C[C@@H]2C(=O)N1CCOCC1 | 0.2%
CC(C)C[C@@H](CNCC(=O)[C@H](Cc1ccccc1)NC(=O)c1[nH]cnc1C(=O)N[C@H](CN)CC(C)C)NC(=O)c1nc[nH]c1C(=O)N[C@@H](CC(=O)O)C(=O)O | -0.1%
CCN(CC(=O)Nc1ccc(NC(C)=O)cc1)C(=O)CCN1C(=O)C2CC=CCC2C1=O (stereo not given) | 0.7%[50 µM]
C#CCOCCOCCOCCNc1nc(N2CCN(C(=O)[C@H](C(C)C)n3cc(CCO)nn3)CC2)nc(N2CCN(C(=O)[C@H]([C@@H](C)CC)n3cc(CCC(=O)O)nn3)CC2)n1 | -0.2%
Cc1cccc(NC2(C(=O)O)CCCC2)c1 | -1.0%
Cc1ccc(S(=O)(=O)N2CCN(CN3C(=O)CC4(CCCC4)C3=O)CC2)cc1 | 3.3%[50 µM]
COc1ccc(NC(=O)CCCNC(=O)c2ccc(Cl)cc2)cc1S(=O)(=O)N1CCCCC1 | 0.4%[50 µM]
Cn1c(SCC(=O)NC2CCCc3ccccc32)nnc1C1CC1 (stereo not given) | 1.2%[50 µM]
O=S(=O)(Oc1ccccc1)c1ccc(Cl)c(Cl)c1 | -2.3%
CN(N=O)c1ccc(CC2CCc3ccccc32)cc1 (stereo not given) | 3.5%
Cc1ccccc1Nc1nc(N)nc(COC(=O)CCC(=O)c2ccc(F)cc2)n1 | 0.4%[50 µM]
CN(C)CCNc1ccc(CO)c2sc3ccc(O)cc3c(=O)c12 | 2.9%
COC(=O)CCN(Cc1cc(OC)ccc1OC)S(=O)(=O)c1ccccc1Br | 0.1%
COc1cccc(NC(=O)CN(C)C(=O)c2cccc(S(=O)(=O)N3c4ccccc4CC3C)c2)c1 (stereo not given) | 0.4%[50 µM]
CCN(CC)S(=O)(=O)c1cccc(C(=O)NC(C(=O)NNC(=O)c2ccccc2F)C(C)C)c1 (stereo not given) | 0.6%[50 µM]
COC(=O)C12OCC34C(CC5C(C)=C(O)C(=O)CC5(C)C3C(O)C1O)OC(=O)C(OC(=O)C=C(C)C)C24 (stereo not given) | 3.5%
COc1ccccc1N1CCN(CCCN2C(=O)C3CCCN3C2=O)CC1 (stereo not given) | -1.0%
Cc1ccc(S(=O)(=O)NCCC(=O)NNC(=O)c2ccccc2Cl)cc1C | 0.5%[50 µM]
CN(C(=O)c1cccc(NC(=O)Cc2cccc(NC(=O)C3CCN(C(=O)C4CCC4)CC3)c2)c1)C1CCC1 | -0.1%
COC(=O)C1C2CC(=O)C(C2)C1C(=O)OC (stereo not given) | 1.7%
CCCN=C1N(CC)C[C@@H]2[C@@H]3C(=O)N(C)C(=O)[C@@H]3[C@](Cc3ccccc3)(C(=O)OC)N12 | 0.0%
Cn1c(=O)c2[nH]c(NN=Cc3ccccc3)nc2n(C)c1=O | 3.3%
Nc1ncnc2c1ncn2[C@@H]1O[C@H](CNC(=O)[C@@H]2C[C@H](F)CN2)[C@@H](O)[C@H]1O | 0.1%
CCC(C)N(C(=O)CSc1nnc2ccccn12)C1CCS(=O)(=O)C1 (stereo not given) | 1.2%[50 µM]
CCOCc1c(C(=O)Nc2ccccc2N2CCN(C)CC2)oc2ccccc12 | 1.7%[50 µM]
COc1cc2oc(=O)cc(-c3cccc(-c4ccc(C(F)(F)F)cc4)c3)c2c(OC)c1OC | 0.0%
CSc1ncccc1C(=O)OCC(=O)NC1CC1 | 1.5%[50 µM]
CN(Cc1cnc2nc(N)nc(N)c2n1)c1ccc(C(=O)NC(CCC(=O)O)C(=O)O)cc1 (stereo not given) | -1.8%
COc1ccc(NS(=O)(=O)c2cc(NC(=O)CCNC(=O)c3ccco3)ccc2OC)cc1 | 1.4%[50 µM]
CCCCCCCCNS(=O)(=O)CCNCc1ccccc1OC | -0.1%
C[C@@H]1[C@H]2CCCC[C@H]2CN(C(=O)OC(C)(C)C)[C@@H]1c1cn(Cc2ccccc2)c2ccc(F)cc12 | 0.2%
CCN(CC)C(=O)[C@H]1CC(CC(=O)NCc2ccc(OC)c(OC)c2)C(=O)N2CCc3c([nH]c4ccc(OC)cc34)[C@]12C (stereo not given in full) | 0.0%
CCCCNc1c(-c2ccc(OC)c(SC(C)CC)c2)nc2cnccn12 (stereo not given) | -0.8%
CC(C)(C)OC(=O)N1CCCC(C(=O)Nc2ccc(C(=O)NCc3ccccc3)cc2)C1 (stereo not given) | 1.5%
COc1ccc(C(C)(C)C)cc1NC(=O)CCCN1C(=O)CN(C)C1=O | 1.2%[50 µM]
O=C1C=CC(=O)N1c1ccccn1 | 0.0%
COc1ccc(C=NNC(=O)CCCC(=O)NN=Cc2ccc(OC)c(OC)c2)cc1OC | 1.2%
CC[C@]12c3[nH]c4cc(CCC(=O)N(C)C)ccc4c3CCN1C(=O)[C@@H](CC(=O)NCCCN(C)C)C[C@@H]2C(=O)N1CCN(C(=O)C2CC2)CC1 | 0.2%
CC12CC(=O)C3C(CCC4=CC(=O)CCC43C)C1CC=C2CC(=O)O (stereo not given) | -2.6%
COc1cc(-c2cc(OC)c(O)c(OC)c2)cc(OC)c1O | -0.6%
C(CCc1nn[nH]n1)CCC1CCCCC1 | -2.2%
CCOc1ccc(NC(=O)CN(C)C(=O)c2n[nH]c(=O)c3ccccc23)cc1OCC | 0.6%[50 µM]
COc1ccccc1CNC(=O)COC(=O)CSc1ccc(C)c(C)c1 | 0.9%[50 µM]
Cc1ccc(S(=O)(=O)n2oc(=O)c(C3CCCCC3)c2N)cc1 | -3.8%
COc1ccc(F)cc1S(=O)(=O)N1CCC2(CC1)OCCN2S(=O)(=O)c1ccccc1 | -0.8%[50 µM]
COc1ccc(C=CC(=O)c2cc(O)ccc2O)cc1 | -2.0%

Further compounds.
SMILES | UTI89 phage lysis
COCCN(CC(=O)Nc1cccc(C)c1C)C(=O)Cn1cnc2ccccc2c1=O | 0.9%[50 µM]
Cc1cc(-c2ccc([N+](=O)[O-])cc2)cc(C)n1 | -2.0%
CC(C)C[C@@H](CN1CCCC1CN1C(=S)NC[C@@H]1Cc1ccc(O)cc1)N1C[C@H](Cc2ccc(O)cc2)N(CC2CCCCC2)C1=S (stereo not given in full) | 0.4%
CCOC(=O)N1C2C=CC(C2)N1C(=O)OCC | -0.3%
CC(NC(=O)C1CCCC1)c1ccccc1 (stereo not given) | 0.0%
O=C(CCCCCCCC(=O)N1CCCC1)N1CCCC1 | -0.9%
Nc1ccc2c(c1)C(=NO)c1ccccc1-2 | -0.8%
CN(C)CCN=Cc1c(O)n(-c2ccc(S(=O)(=O)N3CCOCC3)cc2)c(=O)c2ccccc12 | -0.2%[50 µM]
O=C1CCc2cccc(O)c2N1 | -3.5%
COc1ccccc1N(C)S(=O)(=O)c1ccc(C(=O)NNC(=O)c2ccccc2O)cc1 | 1.2%[50 µM]
CCN(CC(=O)Nc1c(Cl)cccc1Cl)C(=O)C1CCN(c2ncnc3sc(C)c(C)c23)CC1 | 0.9%[50 µM]
Cc1ccc(S(=O)(=O)NCc2ccccc2)cc1C(=O)NC(C)c1ccc(S(N)(=O)=O)cc1 (stereo not given) | 0.2%[50 µM]
O=C1Nc2ccccc2C1=Nc1ccc2[nH]c3ccccc3c2c1 | -1.8%
O=C(C[n+]1cccc(C(=O)N/N=C/c2cccc([N+](=O)[O-])c2)c1)c1ccccc1 | 1.5%[50 µM]
CC1CC(C)CN(C(=O)c2cccc(S(=O)(=O)N(C)c3ccccc3)c2)C1 (stereo not given) | 0.6%[50 µM]
CCOc1ccc(NC(=O)CN(C)C(=O)c2cccc(S(=O)(=O)N3CCCC3)c2)cc1OCC | 1.1%[50 µM]
CC(=O)Nc1ccc(NC(=O)CC2(CC(=O)N3CCOCC3)CCCC2)cc1 | 0.9%[50 µM]
Cc1ccc(C2(C)NC(=O)N(CC(=O)Nc3cc(S(=O)(=O)N4CCOCC4)ccc3OC(C)C)C2=O)cc1 (stereo not given) | 0.3%[50 µM]
N#Cc1ccc(S(=O)(=O)N2CCN(C(=O)c3cn(-c4ccccc4)nc3-c3cccnc3)CC2)cc1 | 0.4%[50 µM]
COc1ccc(CCN2CCC(CN3C(=S)NC[C@@H]3CC(C)C)CC2)cc1OC | 0.1%
COc1cc(C2c3cc4c(cc3OC(N3CCCCC3)C2C)OCO4)cc(OC)c1O (stereo not given) | 3.5%
CCN1CCN(c2oc(-c3ccccc3)nc2S(=O)(=O)c2ccc(C)cc2)CC1 | 1.2%[50 µM]
COc1ccc2[nH]c3c(c2c1)CCN1C(=O)C(CC(=O)NCCN2CCOCC2)C[C@H](C(=O)N2CCOCC2)[C@@]31CCC1CCCC1 (stereo not given in full) | 0.1%
COc1ccc(CNC[C@H]2O[C@@H](n3ccc(=O)[nH]c3=O)[C@H](O)[C@@H]2O)cc1OC | 0.1%
Cc1ccc(S(=O)(=O)N(CC(=O)c2ccccc2)C(=O)N2CCN(C)CC2)cc1 | 0.7%[50 µM]
COC(=O)CCC(C)C1CCC2C3CCC4CC(O)CCC4(C)C3CC(O)C12C (stereo not given) | -6.9%
CN(C)S(=O)(=O)c1cccc(C(=O)Nc2cc(S(=O)(=O)N3CCOCC3)ccc2O)c1 | 1.0%[50 µM]
COc1ccc(CNC(=O)C[C@H]2C[C@H](C(=O)N3CCCCC3)[C@@]3(C)c4[nH]c5cc(-c6ccco6)ccc5c4CCN3C2=O)cc1OC | -0.4%
O=C(C1CCN(CCc2ccccc2)CC1)N1CCOCC1 | -0.1%
COc1ccc(CNS(=O)(=O)c2ccc(N3CCCC3)cc2Br)cc1 | 0.1%
CN(C)c1ccc(C=NNc2nc3c([nH]2)c(=O)n(C)c(=O)n3C)cc1 | 6.1%
COc1cc2ccc(=O)oc2c(O)c1O | -2.4%
Cc1ccc(S(=O)(=O)N2CCOCC2)cc1NC(=O)COC(=O)CCC(=O)c1ccc(F)cc1 | 1.1%[50 µM]
O=C1/C(=C\c2ccccc2)CN(C(=O)CCN2CCCCC2)C/C1=C/c1ccccc1 | 0.4%
CCOc1cc(N2CCOCC2)c(OCC)cc1NC(=O)CN1C(=O)NC2(CCCCC2C)C1=O (stereo not given) | 1.4%[50 µM]
Cc1cc(C)c(OCC(=O)OC(C)C(=O)NCc2ccccc2)c(C)c1 (stereo not given) | 1.0%[50 µM]
OC(Cc1cccnc1)(c1ccccc1)c1ccccc1 | -0.4%
Nc1ccc2c(S(=O)(=O)O)cccc2c1S(=O)(=O)O | -2.1%
CCOC(=O)N1CCN(C(=O)COC(=O)c2cccc(S(C)(=O)=O)c2)CC1 | 0.2%[50 µM]
COc1cc(C(CCN2CCOCC2)c2c(OC)cc(OC)c3c(-c4ccccc4)cc(=O)oc23)cc(OC)c1OC (stereo not given) | 0.0%
COc1cc([N+](=O)[O-])ccc1NC(=O)CN1C(=O)NC2(CCCCC2C)C1=O (stereo not given) | 0.1%
CCC(CC)CN1CCC(CN2C(=S)NC[C@@H]2[C@@H](C)CC)CC1 | 0.2%

Screening data as filed in PubChem BioAssay.
